DT40 TDP1 no CPT – qHTS for Inhibitors of human tyrosyl-DNA phosphodiesterase 1 (TDP1): qHTS in cells in absence of CPT. DT40 Tdp1-/- hTDP1 cells, no CPT, ATP luminescence, 48 h. Potency, µM (highest dose often 46.2 µM), without a hit: at the highest dose activity change, negative = growth inhibition, actives largely listed as inhibitors. 15% of 420,000 active. AID 686978, 2013; note: nearly all actives have a fitted effect of over 55% in size
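Luminescent ATP content (CellTiter-Glo) served as the growth readout. Knockout chicken DT40 cells expressing human TDP1 were exposed to compounds without camptothecin for a minimum 48 hr at 37 °C.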
TDP1 cell CPT – growth inhibition of DT40 Tdp1-/-;hTDP1 cells with camptothecin (screen for TDP1 inhibitors) | chicken DT40 Tdp1-/-;hTDP1 cells + 20 nM CPT, ATP luminescence, 48 h | Potency, µM (series often up to 46.2 µM), for inactives: at the top dose activity change, negative = growth inhibition, usual class: inhibitors | 12% of 420,000 active; note: nearly all actives have a fitted effect of over 55% in size
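Cell growth measured by CellTiter-Glo luminescence after a minimum 48 h, 37 C compound exposure with 20 nM CPT in Tdp1-knockout DT40 cells stably expressing hTDP1, seeded 400/well; qHTS titration format.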
GCN5L2 inh – inhibitors of human GCN5L2 histone acetyltransferase | 0.21% of 390,000 active | Potency, µM (doses to about 58.9 µM), for inactives: at the top dose activity change, negative = inhibition, hits mostly inhibitors | GCN5L2 HAT assay, ThioGlo1 CoA-SH fluorescence | AID 504327 | Q92830
Target sequence (Q92830 whole entry, looked up): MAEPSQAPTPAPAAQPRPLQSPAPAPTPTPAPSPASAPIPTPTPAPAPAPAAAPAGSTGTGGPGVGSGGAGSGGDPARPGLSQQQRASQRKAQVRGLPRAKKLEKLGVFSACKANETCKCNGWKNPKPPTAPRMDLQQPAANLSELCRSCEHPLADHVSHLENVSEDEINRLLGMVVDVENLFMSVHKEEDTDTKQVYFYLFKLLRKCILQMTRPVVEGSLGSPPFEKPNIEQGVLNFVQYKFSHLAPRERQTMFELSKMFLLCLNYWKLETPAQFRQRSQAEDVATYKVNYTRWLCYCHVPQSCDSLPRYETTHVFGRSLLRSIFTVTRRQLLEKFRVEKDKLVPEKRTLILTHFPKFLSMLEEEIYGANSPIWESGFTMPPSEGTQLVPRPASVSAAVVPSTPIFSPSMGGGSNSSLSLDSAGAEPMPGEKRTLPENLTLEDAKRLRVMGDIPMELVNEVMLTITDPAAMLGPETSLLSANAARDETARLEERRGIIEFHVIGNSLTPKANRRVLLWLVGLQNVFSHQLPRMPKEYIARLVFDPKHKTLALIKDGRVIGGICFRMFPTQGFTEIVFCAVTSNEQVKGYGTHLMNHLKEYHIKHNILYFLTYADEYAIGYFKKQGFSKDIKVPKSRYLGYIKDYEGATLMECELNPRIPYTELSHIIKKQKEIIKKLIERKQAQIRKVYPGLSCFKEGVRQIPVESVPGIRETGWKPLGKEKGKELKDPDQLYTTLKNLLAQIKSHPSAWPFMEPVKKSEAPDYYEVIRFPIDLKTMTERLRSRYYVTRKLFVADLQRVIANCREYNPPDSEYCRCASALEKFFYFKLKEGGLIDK
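Preincubate 20nM GCN5L2 with compound 15 min, RT → add 50uM ThioGlo1 + 75uM H3(1-25) + 70uM acetyl-CoA → read fluorescence 0 and 20 min. Primary qHTS; fluorescent artifacts likely.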
Numbers without * were called inactive; ? = inconclusive; . = no result given; & = joins results of further samples. Calls come from the whole dose curve; as a rule, active = well fitted curve in the direction sought with a large enough effect; inconclusive = small, poorly fitted or top-dose-only effect, or another doubt; inactive = no such curve, though single readings can be large; an effect the other way counts as inactive or inconclusive. % is set by controls: 0 for no effect and ±100 for the full control effect; potency is the fitted concentration of half-maximal effect.

The line under a structure holds: TDP1 cell CPT, DT40 TDP1 no CPT, GCN5L2 inh
O=C1CCCc2c1nc(-c1ccc([N+](=O)[O-])cc1)n2O
→ 9.4%, -26.8%, -22.2%
Cc1nn(C)c(C)c1/C=C(\C#N)C(N)=O
→ -0.1%, ?, -1.2%
N=c1c2cn[nH]c2nc(SCC(=O)c2ccc(Br)cc2)n1-c1ccc(Br)cc1
→ -2.5%, 0.5%, -7.5%
COC(=O)c1ccc(C(=O)OC)c(NC(=O)N2CC3CCCN3c3ccccc32)c1 (stereo not given)
→ ?, ?, -15.2%
Cc1ccc(S(=O)(=O)CNC(=S)c2cccc(Cl)c2)cc1
→ -9.0%, ?, -2.4%
O=C(O)CC(NC(=O)c1cccc(F)c1)c1ccc(OC2CCCC2)cc1 (stereo not given)
→ ?, -8.4%, 3.7%
Oc1ccc(C[C@H]2CN([C@@H](Cc3ccc(O)cc3)CN3CCC[C@@H]3CN3C(=S)NC[C@@H]3Cc3ccccc3)C(=S)N2CC2CCCCCC2)cc1
→ 16.4µM*, 23.1µM*, .
Cc1nn(Cc2ccc(Cl)c(Cl)c2)c(C)c1NC(=O)c1cc(-c2ccc3c(c2)OCO3)on1
→ 18.4µM*, 20.6µM*, 9.4%
COC(=O)c1c(C)[nH]c(C(=O)C(C)OC(=O)C2CC(=O)N(c3ccc(C)cc3)C2)c1C (stereo not given)
→ ?, ?, -11.1%
Cc1cccc(N2CCN(Cc3c(C)n(C)n(-c4ccccc4)c3=O)CC2)c1C
→ ?, ?, -6.3%
O=C(CSCc1ccc(F)cc1)N1CCN(c2ccccc2F)CC1
→ 20.6µM*, 25.9µM*, -4.8%
O=C(Oc1ccc(/C=N/Nc2ccccc2)cc1)c1ccccc1
→ ?, ?, -17.5%
CC(=O)Nn1cc2c(c1-c1ccccc1)c(=O)n(C)c(=O)n2C
→ 3.2%, -11.2%, -5.9%
CC(=O)c1ccc(N2CCN(C(=O)/C=C/c3ccc(S(=O)(=O)NCc4ccco4)cc3)CC2)cc1
→ 20.6µM*, 20.6µM*, -8.5%
Cc1ccc(/C=C/C(=O)OCC(=O)NC(C)C)o1
→ -19.5%, -7.7%, -15.4%
O=C(Nc1cccc(Cl)c1)C1C2C=CC3(O2)C1C(=O)N(CCN1CCCCC1)C3C(=O)NC1CCCCC1 (stereo not given)
→ 3.0%, 5.8%, -1.3%
Cc1cc(N)c2ccccc2n1
→ 18.2%, -10.8%, -7.3%
O=C(CSc1nc2ccccc2c(=O)n1-c1ccc(F)cc1)Nc1ccc2c(c1)CCC2
→ 9.2%, -19.0%, -5.9%
COCCN1C(=O)N(c2cccc(OC)c2)C(=O)C1CC(=O)Nc1cccc(F)c1 (stereo not given)
→ -5.9%, 25.4%, -6.3%
CCc1nn(CC(=O)NCCN(CC(C)C)CC(C)C)c(=O)c2cc3sc(C)cc3n12
→ 14.6µM*, 20.6µM*, -7.4%

Remaining list, next part
The line under a structure holds: TDP1 cell CPT, DT40 TDP1 no CPT, GCN5L2 inh
Cc1ccc(NC(=O)CC2Oc3ccc(C)cc3NC2=O)c(C)c1 (stereo not given)
→ ?, 20.6µM*, 29.3%&3.8%
CCCn1c(=S)[nH]c2sc3c(c2c1=O)CCCC3
→ -6.6%, -17.1%, -0.4%
CC1Sc2ccc(C(=O)O)cc2NC1=O (stereo not given)
→ -8.5%, -5.3%, -3.5%
CCCOC(=O)c1cccc(NC(=O)COc2ccc([N+](=O)[O-])cc2)c1
→ 18.4µM*, 23.1µM*, -0.1%
Cc1ccc(CN2CC(N3CCC(c4ccccc4)CC3)CS2(=O)=O)cc1 (stereo not given)
→ ?, ?, .
Cc1ccc(C(=O)N/N=C2\CC3CC=CC23)c(C)c1 (stereo not given)
→ -2.3%, -2.9%, -0.4%
Cc1ccc2nc(C3CCN(C(=O)c4ccco4)CC3)[nH]c2c1
→ ?, -7.8%, -2.7%
O=C(CNC(=O)c1cc(=O)[nH]c2ccccc12)Nc1ccc(F)c(F)c1
→ 3.5%, 9.3%, 1.2%
Cc1ccc(/C=[N+](\[O-])c2ccc(N(C)C)cc2)c2nsnc12
→ 7.31µM*, 16.4µM*, -8.1%
Cc1ccc2[nH]c(O)c(N=NC(N)=S)c2c1
→ ?, -3.3%, -29.8%
N#CC1(Cc2ccccc2)c2ccccc2C=CN1C(=O)c1ccccc1 (stereo not given)
→ ?, ?, 2.2%
COc1cccc2c1cc1c(=O)n(CC(=O)N3CCC(C)CC3)nc(C)n12
→ -7.1%&-10.1%, ?, -10.0%&-1.8%
O=C1CC(N2CCCCC2)C(=O)N1c1ccccc1 (stereo not given)
→ ?, ?, -2.6%
CSc1ccccc1NC(=O)Nc1cccc(Cl)c1Cl
→ -0.5%, -0.3%, 3.0%
Cc1cc(=O)oc2cc(OCC(=O)N3CCOCC3)ccc12
→ -3.9%, -16.7%, ?
Cc1cc(Cl)ccc1NS(=O)(=O)c1ccc2c(c1)CCN2S(C)(=O)=O
→ ?, 20.6µM*, -2.4%
CCOCC(=O)Nc1nc2ccc(OCC)cc2s1
→ ?, ?, -14.5%
Cn1c(NC(=O)C(C)(C)Oc2ccc(Cl)cc2)cc(=O)n(C)c1=O
→ 16.4µM*, ?, 0.3%
CCOC(=O)N1CCN(c2cc(=O)n(Cc3ccc(F)cc3)c(=O)[nH]2)CC1
→ -5.1%, -0.1%, 2.3%
COc1ccc(Cl)cc1-c1noc([C@@H]2O[C@H](CO)[C@H](O)[C@H](O)[C@H]2O)n1
→ ?, -14.5%, .

Complete entries from above. Values in the order: TDP1 cell CPT, DT40 TDP1 no CPT, GCN5L2 inh
Cc1ccc(C(=O)N/N=C2\CC3CC=CC23)c(C)c1 (stereo not given) is entered as -2.3%, -2.9%, -0.4%
N#CC1(Cc2ccccc2)c2ccccc2C=CN1C(=O)c1ccccc1 (stereo not given) is entered as ?, ?, 2.2%
Cc1nn(C)c(C)c1/C=C(\C#N)C(N)=O is entered as -0.1%, ?, -1.2%

New compounds follow.
The line under a structure holds: TDP1 cell CPT, DT40 TDP1 no CPT, GCN5L2 inh
c1ccc(CCn2c(SCc3ccccc3)nnc2-c2ccncc2)cc1
→ -10.9%, -12.3%, 0.9%
COc1cccc(NC(=S)N2CCN(C(c3ccccc3)c3ccccc3)CC2)c1
→ -0.9%, -9.7%, -5.6%
CCN1CCN(c2ccc(NC(=O)c3cccc4ncccc34)cc2)CC1
→ -1.6%, 8.5%, -2.6%
CCN(CC)S(=O)(=O)c1ccc(NC(=O)c2cc(=O)[nH]c3ccccc23)cc1
→ ?, -24.6%, -6.9%
COc1ccc(NC(=O)c2ccc3ccccc3n2)cc1S(=O)(=O)N1CCCCC1
→ 20.6µM*, 16.4µM*, -13.3%
COCCCn1c(=N)c(C(=O)NCC2CCCO2)cc2c(=O)n3cc(C)ccc3nc21 (stereo not given)
→ -2.9%, -2.1%, -14.1%
COc1ccc2[nH]c(=O)c(CN(C(=O)NC3CCCCC3)C3CCCC3)cc2c1
→ -21.0%, -24.6%, -0.7%
Cc1ccc(NC(=O)C2(C)CCN2C(=O)C2CCCCC2)cc1C (stereo not given)
→ ?, 18.4µM*, .
CCCNC(=O)C1CN(C(=O)c2nn(Cc3ccccc3)c(=O)c3ccccc23)c2ccccc2O1 (stereo not given)
→ ?, ?, -3.2%
O=C(O)CCC(C(=O)O)N1C(=O)C2C3CCC(C3)C2C1=O (stereo not given)
→ -8.9%, -5.0%, .
Cc1cccc(C)c1NC(=O)C(NC=O)c1ccccc1 (stereo not given)
→ ?, ?, 0.2%
COc1ccc([N+](=O)[O-])cc1NC(=S)NC(NC(C)=O)C(Cl)(Cl)Cl (stereo not given)
→ -15.6%, -4.7%, -2.6%
O=S(=O)(CCN1CCSCC1)c1ccc(Cl)cc1
→ 4.8%, 7.3%, -2.9%
O=C(O)c1cc2c(cc1Cl)N1CCCCCC1=NS2(=O)=O
→ -18.8%, 9.3%, -8.9%
O=C(NC1CCCC1)c1n[nH]c2ccccc12
→ 1.7%, -1.3%, 2.6%
CC(=O)N(/N=C1/C(=O)Nc2ccccc21)c1ccccc1
→ 14.2%, -2.6%, -3.3%
C=CCn1c(=O)c2ccc(C(=O)NCc3ccccc3)cc2n(Cc2ccc(C)cc2)c1=O
→ ?, ?, -3.3%
Cc1ccc(NC(=O)c2ccc(S(=O)(=O)NCC3CCCO3)cc2)cc1C (stereo not given)
→ ?, ?, -15.5%
COC(=O)N/N=C/c1ccccc1OCCOc1ccc(OC)cc1
→ -91.6%, 16.4µM*, -5.6%
CCn1c(N2CCN(CC(=O)c3c(C)n(C)c4ccc(OC)cc34)CC2)nc2c1c(=O)[nH]c(=O)n2C
→ ?, ?, -8.9%

(listing goes on)
The line under a structure holds: TDP1 cell CPT, DT40 TDP1 no CPT, GCN5L2 inh
CCNS(=O)(=O)c1cc(OC)c(Cl)cc1OC
→ 6.2%, -0.4%, -2.0%
O=C(NCc1ccco1)C1CCN(S(=O)(=O)c2cccc3cccnc23)CC1
→ 7.2%, 3.6%, -7.5%
O=C(CN(C(=O)CNC(=O)c1ccco1)c1ccccc1F)NC1CCCCC1
→ 9.1%, 2.6%, -1.4%
Cn1cc(/C=C/C(=O)N2CCCC(C(=O)c3cccc(C(F)(F)F)c3)C2)cn1 (stereo not given)
→ -2.2%, ?, -16.3%
Cc1c2cnn(-c3ccccc3)c(=O)c2c(C)n1C(C)C(=O)Nc1ccccc1C(F)(F)F (stereo not given)
→ ?, -12.2%, 2.6%
Cc1nn(C)c(Cl)c1CN1CCC(n2nccc2NC(=O)C2CCCC2)CC1
→ -1.2%, 11.6%, -3.2%
O=C(Nc1ccc2c(c1)OCO2)C1CCCN1C(=O)OCc1ccccc1 (stereo not given)
→ ?, -20.2%, -1.1%
O=C(CN1C(=O)c2ccccc2C1=O)N1CCOCC1
→ 6.0%, 12.3%, 0.4%
CC(C)(C)OC(=O)N(CCc1ccccc1)Cc1cccc(OCc2cccc(NC(=O)C3CCC3)c2)c1
→ ?, ?, .
CC(N)=NCCC[C@H](N)C(=O)O
→ 14.3%, -3.3%, -10.5%
CCc1c(C)c2ccc(O)c(CN3CCCC3)c2oc1=O
→ 7.5%, -13.5%, ?
COCC(=O)N[C@@H]1c2ccccc2CC[C@@H]1OCc1ccccc1
→ 5.3%, -11.6%, 2.0%
Cc1cc2n(n1)C(c1c[nH]c3ccccc13)Nc1ccccc1-2 (stereo not given)
→ 16.0%, ?, -24.5%
O=C(O)CN1C(=O)C2C3CCC(C3)C2C1=O (stereo not given)
→ ?, -13.4%, .
O=[N+]([O-])c1ccc(N2CCOCC2)cc1
→ -4.0%, -11.2%, .
Nc1c(C(=O)O)cnc2c(-c3ccc(Cl)cc3)cnn12
→ -8.7%, -16.1%, -4.1%
Cc1ccc(N2CC(C(=O)N3CCC(c4nc5ccccc5[nH]4)CC3)CC2=O)cc1C (stereo not given)
→ ?, ?, -9.8%
COc1ccc(NC(=O)[C@@H]2[C@@H]3C(=O)N(C4CCCCC4)C(=O)[C@@H]3C3c4ccccc4C=CN32)cc1 (stereo not given in full)
→ ?, ?, -10.7%
COC(=O)C1=C(CSc2nc3c(cc2C#N)CN(C)CC3)OC(N)=C(C#N)C1c1ccc(F)cc1 (stereo not given)
→ -23.9%, -24.8%, -4.2%
COCCN1C(=O)c2oc3cc(C)cc(C)c3c(=O)c2C1c1cccc(O)c1 (stereo not given)
→ 4.8%, -20.1%, -3.6%

Next section.
The line under a structure holds: TDP1 cell CPT, DT40 TDP1 no CPT, GCN5L2 inh
COc1ccc2[nH]c(=O)c(CN(CCc3cccc(C)c3)C(C)=O)cc2c1
→ ?, ?, 1.8%
CC(=O)N1c2ccc(S(=O)(=O)N3CCN(c4cccc(Cl)c4)CC3)cc2CC1C (stereo not given)
→ ?, ?, -17.2%
O=C(O)c1cccc(NC(=S)NC(=O)c2cccc(OCc3ccccc3)c2)c1
→ -4.7%, 9.3%, 6.9%
COC(=O)c1sc(-c2ccc(Cl)cc2)cc1N
→ 1.1%, -0.6%, -4.3%
CC(=O)Nc1ccc(S(=O)(=O)NCC2CCC(C(=O)NCCc3ccccc3)CC2)cc1 (stereo not given)
→ -3.6%&0.4%, 13.4%&-0.6%, -21.9%&-6.7%
O=C(NC1CCN(C(=O)NCc2ccccc2)CC1)c1ccco1
→ 11.5%, -3.9%, -0.7%
CC(=O)OCC(=O)[C@@]1(O)CC[C@H]2[C@@H]3CCC4=CC(=O)CC[C@]4(C)C3=CC[C@@]21C
→ 3.5%, -23.4%, .
CC(C)(C)c1ccc(S(=O)(=O)N2CC(=O)Nc3ccccc32)cc1
→ -5.0%, ?, -2.9%
COc1cccc(-c2nnn(CC(=O)Nc3ccc(C)cc3C)n2)c1OC
→ -6.0%, -8.4%, -6.2%
CCCOc1ccc(NC(=O)CC2C(=O)N(c3cccc(OC)c3)C(=O)N2CCc2ccncc2)cc1 (stereo not given)
→ ?, ?, 3.0%
O=C(NC(=S)N1CCN(c2ccccc2)CC1)c1ccc(S(=O)(=O)N2CCOCC2)cc1
→ ?, ?, -3.2%
C=C(C)c1cccc(C(C)(C)NC(=O)N2CCCCC2CC)c1 (stereo not given)
→ ?, ?, 0.9%
